High-throughput results deposited in PubChem by several laboratories.
PLC-gamma1 inh – blocks human PLC-gamma1 enzyme activity; P19174; purified PLC-gamma1, fluorogenic substrate, fluorescence; inhibition, % at 12.2 µM; hit rate 0.84% among 370,000; AID 720700; in the data active = inhibition above about 9.5%
ADAM17 inh – inhibitors of human ADAM17 | P78536 | recombinant ADAM17, EDANS/DABCYL FRET peptide cleavage | inhibition, % at 6.95 µM | hit rate 0.83% among 370,000 | AID 720648;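 active = inhibition above the mean of compounds lying between control limits plus 3 SD, set per campaign, cut at about 8.5% in these data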;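 note: 0% = DMSO-only wells as the low control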
Target sequence (P78536 215-824 limits assumed): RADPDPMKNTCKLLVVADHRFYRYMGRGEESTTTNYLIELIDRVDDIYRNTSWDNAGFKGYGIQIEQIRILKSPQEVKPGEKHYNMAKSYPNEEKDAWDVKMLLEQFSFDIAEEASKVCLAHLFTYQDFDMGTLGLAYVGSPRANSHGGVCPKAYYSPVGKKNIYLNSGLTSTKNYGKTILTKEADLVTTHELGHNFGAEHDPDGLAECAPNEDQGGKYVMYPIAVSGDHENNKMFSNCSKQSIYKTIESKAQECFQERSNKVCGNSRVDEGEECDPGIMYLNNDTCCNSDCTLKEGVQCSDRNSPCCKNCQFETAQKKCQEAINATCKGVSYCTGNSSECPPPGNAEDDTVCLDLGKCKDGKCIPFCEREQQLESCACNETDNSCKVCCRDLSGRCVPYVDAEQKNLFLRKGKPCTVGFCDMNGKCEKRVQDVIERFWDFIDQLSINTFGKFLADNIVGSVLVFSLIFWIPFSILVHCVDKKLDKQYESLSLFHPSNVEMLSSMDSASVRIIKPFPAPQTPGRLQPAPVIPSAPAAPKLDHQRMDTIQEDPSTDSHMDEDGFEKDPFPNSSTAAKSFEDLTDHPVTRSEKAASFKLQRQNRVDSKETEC
MBD2 DNA inh – blocks human MBD2 binding to methylated DNA; TR-FRET, MBD2 binding to methylated oligonucleotide; hit rate 0.31% among 370,000; Q9UBB5; inhibition, % at 4.4 µM; in the data active = inhibition above about 13%
ssDAF12 agonist – S. stercoralis DAF-12 activation, primary screen. activation, % at 6.8 µM. hit rate 1% among 370,000. AID 652126. HEK293 ssDAF-12/GRIP1 lit1-tk-luc reporter, luminescence; % of 3 µM dafachronic acid response;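 active = activation above the mean over all tested compounds plus 3 SD, cut at about 0.9% in these data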;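 note: 0% = DMSO-only wells and 100% = 3 µM delta7-dafachronic acid wells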
PLC-beta3 inh – blocks human PLC-beta3 enzyme activity | AID 720704 | Q01970 | Purified PLC-beta3, fluorogenic substrate, fluorescence | inhibition, % at 12.2 µM | hit rate 0.18% among 370,000; in the data active = inhibition above about 11%;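 note: 0% = median of compound wells on plate and 100% = full blocker control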
hgDAF-12 ag – hgDAF-12 agonism, primary luciferase screen. HEK293 GAL4-hgDAF12 UAS-luciferase reporter, agonist luminescence; normalized to butyrate control. activation, % at 6.8 µM. hit rate 1.8% among 370,000;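 active = activation above a cutoff set at the mean of all screened compounds plus 3 SD, cut at about 10% in these data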;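 note: 0% = DMSO wells and 100% = sodium butyrate wells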
SMARCA2 activ – SMARCA2 function activation, primary screen; activation, % at 9.1 µM; hit rate 1% among 370,000; MG213 cells, MMTV-luciferase reporter, dexamethasone, overnight; in the data active = activation above about 7.8%;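 note: 0% = vehicle wells and 100% = reference activator wells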
DAX1 inh-1 – inhibitors of human orphan nuclear receptor DAX1 (NR0B1); P51843; AID 504766; HEK293 Gal4-DAX1 luciferase reporter, luminescence; inhibition, % at 6.75 µM; hit rate 0.99% among 340,000;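 active = inhibition above the mean over all tested compounds plus 3 SD, cut at about 4.2% in these data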;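 note: 0% = DAX1-transfected cells with DMSO and 100% = empty-vector control cells with DMSO; inhibition shows as a rise in luminescence from relieved DAX1 repression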
Target sequence (P51843 207-470 limits assumed): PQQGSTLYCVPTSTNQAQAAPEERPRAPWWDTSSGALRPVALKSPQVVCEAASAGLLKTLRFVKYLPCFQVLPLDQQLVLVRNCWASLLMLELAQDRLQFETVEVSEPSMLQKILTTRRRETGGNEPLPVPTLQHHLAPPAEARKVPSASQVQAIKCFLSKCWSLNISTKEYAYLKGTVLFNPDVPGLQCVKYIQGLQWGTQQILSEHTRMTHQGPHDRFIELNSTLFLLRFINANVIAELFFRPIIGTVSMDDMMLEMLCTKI
hcDAF12 agonist – H. contortus DAF-12 activation, primary screen. activation, % at 6.8 µM. HEK293 hcDAF-12 lit1-tk-luc reporter, luminescence; 0% DMSO, 100% Δ7-dafachronic acid. AID 652067. hit rate 1.4% among 370,000;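 active = activation above the mean of all tested compounds plus 3 SD, cut at about 5.5% in these data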;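 note: 100% = response to 3 µM Δ7-dafachronic acid high control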
DAX1 inh-2 – inhibitors of DAX1 repression of SF-1 activated StAR promoter; HEK293T StAR-luciferase reporter, SF-1/DAX-1 repression relief; inhibition, % at 6.8 µM; hit rate 1.1% among 370,000; AID 652010;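 active = inhibition above the mean over all tested compounds plus 3 SD, cut at about 3.6% in these data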;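 note: 0% = DAX-1 cells with DMSO and 100% = cells lacking DAX-1 with DMSO; higher inhibition means more luminescence from relief of DAX-1 repression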
Rev-erbA mod – Rev-erb alpha (human) modulation. Rev-erbα–FITC-DNA binding, fluorescence polarization, 90 min. P20393. hit rate 0.79% among 370,000. activity, % at 10 µM;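 active = activity above about 14%, limit read from the data; passing the limit was not always enough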;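 note: 0% = DMSO wells with 35 nM protein and 100% = DMSO wells with 750 nM protein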
* marks the source's active call; other numbers are inactive results; / = not tested or not shown; & = joins results of further samples.

The opening two compounds, ahead of the listing:
SMILES | PLC-gamma1 inh | ADAM17 inh | MBD2 DNA inh | ssDAF12 agonist | PLC-beta3 inh | hgDAF-12 ag | SMARCA2 activ | DAX1 inh-1 | hcDAF12 agonist | DAX1 inh-2 | Rev-erbA mod
O=[N+]([O-])c1ccc(Nc2ccccn2)c([N+](=O)[O-])c1 | 2 | 5 | -5 | -0.5 | 0 | 4.5 | 0 | 2.8 | 1.6 | -1.2 | -7
CC(C)(C)/C(O)=C/c1nc2ccccc2[nH]c1=O | -6 | -9 | 0 | -1.2 | -7 | -1.6 | -2 | -1.6 | 1.0 | -0.4 | -1

The listing, previewed entries included:
SMILES | PLC-gamma1 inh | ADAM17 inh | MBD2 DNA inh | ssDAF12 agonist | PLC-beta3 inh | hgDAF-12 ag | SMARCA2 activ | DAX1 inh-1 | hcDAF12 agonist | DAX1 inh-2 | Rev-erbA mod
O=[N+]([O-])c1ccc(Nc2ccccn2)c([N+](=O)[O-])c1 | 2 | 5 | -5 | -0.5 | 0 | 4.5 | 0 | 2.8 | 1.6 | -1.2 | -7
CC(C)(C)/C(O)=C/c1nc2ccccc2[nH]c1=O | -6 | -9 | 0 | -1.2 | -7 | -1.6 | -2 | -1.6 | 1.0 | -0.4 | -1
CC(C)=CCC/C(C)=C/CNC(=O)CC1C[C@H](C(=O)N2CCOCC2)[C@@]2(C)c3[nH]c4ccccc4c3CCN2C1=O (stereo partly specified) | 0 | 3 | -6 | -0.9 | 1 | -0.7 | 0 | -0.7 | 3.0 | -0.2 | -1
N#Cc1cnc(N)c(Br)c1 | -3 | -4 | 2 | -1.3 | 2 | 1.0 | 3 | -0.5 | -1.3 | -1.1 | 8
CCNC(=S)Nc1cc(C)ccn1 | 1 | 2 | -4 | -1.4 | 2 | 0.6 | -1 | 2.0 | -2.2 | -0.3 | -2
COc1ccc(NC(=S)NCc2cccs2)c(OC)c1 | 2 | 2 | 6 | -1.3 | 6 | -3.0 | -1 | -0.4 | 1.6 | -0.3 | -2
CN1CCN(NC(=O)c2ccccc2F)CC1 | 1 | 0 | 0 | -0.9 | 0 | 2.5 | 1 | 0.3 | 0.4 | 1.1 | 0
Cc1nnc(SCC(=O)NNC(=O)c2ccc(Cl)cc2)s1 | -2 | -5 | 2 | -1.5 | -8 | -1.3 | -4 | -1.5 | 0.2 | -0.2 | -6
COC(=O)c1ccccc1NC(=O)N1CCN(c2ccccc2F)CC1 | 1 | 0 | 0 | -1.1 | -4 | 0.1 | -1 | 0.7 | -1.8 | 0.1 | -1
CN(C)c1ccc(/C=N/NC(=O)c2ccccc2O)o1 | -9 | -6 | -3 | -0.7 | -13 | 2.5 | -4 | -1.2 | 0.4 | 0.1 | -5
N#Cc1cnn2c(=O)[nH]cnc12 | -4 | -5 | 4 | -1.4 | 1 | -1.2 | 6 | 0.3 | 0.2 | 0.8 | 7
Cc1ccc(-n2c(C)cc(C(=O)OCC(=O)N3CCOCC3)c2C)cc1 | 1 | 2 | 4 | -0.7 | -3 | 2.3 | -1 | 0.1 | 0.9 | -0.4 | 6
CCOC(=O)c1ccc(N=c2sc(C(=O)OC)cc(=O)n2CCCN2CCOCC2)cc1 | 1&1 | 0&2 | 4&1 | -1.2&-1.2 | -2&-1 | -4.7&2.6 | -2&-2 | 0.2&1.0 | 0.2&1.9 | -0.1&-0.6 | -5&1
CN(C)CCNC(=O)c1ccc2nc([C@@H]3O[C@H](CO)[C@H](O)[C@H](O)[C@H]3O)[nH]c2c1 | 1 | -4 | 3 | -1.7 | -12 | 0.0 | -3 | / | -0.8 | -0.9 | 6
COc1ccc(C(=O)OCC(=O)NCC2CCCO2)cc1 (stereo unspecified) | 0 | 1 | -5 | -0.3 | 3 | 0.4 | 1 | -0.3 | -1.9 | -0.2 | -11
CC(C)(C)C(c1nc2ccccc2[nH]1)n1c(-c2ccco2)nc2ccccc21 (stereo unspecified) | -1 | -3 | -2 | -0.1 | 1 | 1.3 | 0 | / | -0.6 | -0.3 | -1
Cc1ccn2c(C(=O)CSc3ccc(Cl)cc3)c(C)nc2c1 | 2 | -3 | 5 | -1.2 | 5 | 0.1 | 0 | -0.7 | -1.3 | -0.4 | -2
CCOc1ccc(NC(=O)Cn2c(=O)oc3ccccc32)cc1 | 6 | -1 | -2 | -1.2 | 5 | -0.5 | 2 | 1.1 | -0.2 | 0.6 | -1
Cc1ccc(Cn2c(SC3CCOC3=O)nc3ccccc3c2=O)cc1 (stereo unspecified) | 4 | 2 | 1 | -1.1 | 2 | -0.4 | 0 | 0.3 | 0.2 | -0.3 | -5
Cc1cccc(C)c1NC(=O)C1CCCN1S(=O)(=O)c1ccc(-c2ccc(=O)[nH]n2)s1 (stereo unspecified) | 1 | -4 | -1 | -1.4 | 1 | -1.3 | 0 | 0.4 | -0.8 | -0.9 | -6
COc1ccc(C(=O)NCC(c2ccco2)N2CCc3ccccc3C2)c(OC)c1 (stereo unspecified) | -3 | -1 | 2 | -1.0 | -5 | 6.1 | -3 | 1.6 | -1.4 | -0.8 | -11
O=C(COC(=O)c1ccc([N+](=O)[O-])o1)c1ccccc1 | 2 | 2 | -3 | -1.4 | 2 | 0.6 | -2 | 0.1 | 0.5 | -0.1 | 4
COc1ccc(CCNC(=O)Cn2cnc3c(nnn3Cc3ccc(C)cc3)c2=O)cc1OC | 2 | 3 | 4 | -1.2 | 3 | -1.3 | -3 | -0.2 | -3.1 | 0.1 | 1
COc1cccc(N2C(=O)c3ccncc3C2=O)c1 | 0 | -3 | -5 | -1.0 | 0 | 0.7 | -2 | 0.1 | -0.8 | -0.4 | 1
Nc1nc(NC(=O)CCCC(=O)O)nn1-c1ccccc1 | -2 | -7 | -1 | -0.6 | 1 | 0.6 | 4 | 1.1 | -2.4 | 0.5 | 0
C/C=C/C(=O)OCC(=O)Nc1ccc(C)c(S(=O)(=O)N(C)C)c1 | 0 | 1 | 1 | -0.5 | 1 | -3.4 | 0 | 1.4 | -0.7 | -1.1 | -1
CC(=O)c1cccc(NC(=O)c2csc(-n3nc(C)cc3C(F)(F)F)n2)c1 | 0 | -2 | -7 | -1.4 | 3 | -1.9 | 4 | 0.6 | 0.1 | -0.1 | 78*
O=C1OCCN1C(=O)[C@H]1[C@H](c2ccc([N+](=O)[O-])cc2)C(c2ccccc2)=NN1c1ccccc1 | -4 | 8 | 2 | -0.6 | -10 | 3.5 | 0 | 0.1 | 1.6 | -1.4 | 0
N#Cc1cc(-c2ccccc2)nnc1Oc1ccccc1Cl | 2 | 4 | -3 | -1.4 | -12 | -0.8 | -1 | 0.0 | -2.9 | -1.4 | 4
COc1ccc2c(C(=O)c3ccc(C)cc3)n(CCC(N)=O)[n+]([O-])c2c1 | 1 | 0 | -3 | 0.9* | 3 | 2.6 | 1 | 0.8 | 3.8 | -0.1 | -2
COc1cc(C(=O)O)c([N+](=O)[O-])c(OC)c1OC | 3 | 0 | -3 | -1.2 | -3 | -0.8 | -3 | 1.4 | -2.1 | 0.1 | 4
CCOc1ccc(S(=O)(=O)NCc2ccncc2)cc1 | 3 | -3 | 2 | -2.7 | 0 | -8.6 | -7 | -5.6 | -3.6 | -3.7 | -4
COc1cccc(NC(=O)CN(C)S(=O)(=O)/C=C/c2ccccc2)c1 | 4 | 1 | 3 | -0.6 | -7 | 0.2 | -3 | 1.6 | -1.2 | -0.7 | 0
COc1ccc([C@H]2CC(=O)C=C(c3cccc(NC(C)=O)c3)C2)cc1 | -21 | -1 | 1 | -1.4 | -21 | 0.3 | 2 | 0.5 | -3.0 | -0.2 | 3
CCOCCCn1c(=NC(=O)c2cccs2)c(C#N)cc2c(=O)n3cccc(C)c3nc21 | -110 | -308 | -4 | 0.7 | -154 | 0.6 | -2 | 2.5 | -0.8 | 0.2 | -4
O=CN1CCN(CC(O)Cn2c3ccccc3c3ccccc32)CC1 (stereo unspecified) | 2 | -1 | -2 | -1.6 | -5 | -0.7 | -2 | 0.3 | -2.2 | -0.3 | 2
Cc1cc(NC(=O)COc2ccc(Cl)cc2Cl)n(-c2ccccc2)n1 | 3 | 1 | -4 | -1.6 | 4 | -0.7 | 0 | -1.9 | -2.8 | -0.9 | -12
O=C(CN1C(=O)NC2(CCCC2)C1=O)NCc1ccc(F)cc1 | -1 | -3 | 0 | -1.0 | 0 | -2.8 | 3 | 0.1 | -0.2 | 0.2 | 1
O=C(O)CCCC[C@@H]1SC[C@@H]2NC(=O)N[C@@H]21 | 0 | -4 | 5 | -1.3 | 1 | -1.1 | -3 | 2.6 | 1.3 | 0.0 | 8
CCn1c(=O)c2c(nc3n2CCCN3CCc2ccccc2)n(C)c1=O | -1 | -4 | 0 | -0.8 | -2 | 2.2 | 1 | 0.6 | -0.4 | 0.8 | 0
COc1ccc(C(=O)NCC(=O)Nc2ccccc2)cc1OC | 2 | -4 | 0 | -1.1 | 0 | 0.2 | 1 | -1.4 | 0.0 | -0.1 | 3
C=CCNC(=O)N1CCCC(C(=O)c2cccc(OC(C)C)c2)C1 (stereo unspecified) | 11* | 6 | -2 | -0.5 | 1 | 7.3 | 1 | 2.3 | 1.0 | 0.5 | -3
Fc1ccc(/C=C\c2nccc3c2[nH]c2ccccc23)cc1 | -216 | -118 | -2 | -0.4 | -333 | 8.8 | 16* | -0.5 | 5.6* | 0.7 | -3
CNC(=O)NC(=O)Cn1nc2n(c1=O)-c1ccccc1SC2 | 2 | -1 | -3 | -0.6 | -4 | 1.1 | 5 | 3.3 | -0.6 | -0.5 | 12
CSCCC(NC(=O)c1ccco1)C(=O)OCC(=O)Nc1ncc(Cl)c(C)c1Cl (stereo unspecified) | -5 | 0 | -3 | 0.9 | -4 | -1.6 | -1 | 2.3 | 3.5 | -0.1 | -4
O=C(NC1CCCCC1)c1nn2c(C(F)(F)F)cc(-c3ccco3)nc2c1Br | -15 | -4 | -1 | -1.5 | -16 | 0.8 | 0 | -0.3 | -0.9 | 0.9 | -3
Cc1ccc(C)c(N2CCN(c3ccc([N+](=O)[O-])cn3)CC2)c1 | 0 | -3 | -1 | -1.5 | -3 | -0.9 | -2 | 0.2 | -1.2 | 0.0 | -2
CCCCCC(=O)N/N=C/c1cc(Br)c(O)c(OC)c1 | -23 | -60 | 3 | -1.2 | -32 | -3.5 | -4 | 0.4 | -0.6 | -0.4 | -3
CCOC(=O)Cc1csc(NC(=O)COc2cc(C)cc(C)c2)n1 | 1 | -1 | 1 | -1.7 | -1 | -2.9 | -5 | -0.8 | -1.9 | 0.3 | -3
CC(=O)c1ccc(N2CCN(C(=O)c3cc4c(C)nc5ccccc5c4o3)CC2)cc1 | 4 | 1 | 4 | -1.2 | -4 | -0.2 | -2 | -0.1 | 1.0 | 0.0 | 9
CCN1C(=O)[C@H]2[C@@H](c3ccc(-c4ccc(F)cc4)c(OC)c3)N[C@@](Cc3ccccc3)(C(=O)OC)[C@H]2C1=O | -3 | -6 | -5 | -1.2 | 1 | 1.6 | -1 | 3.5 | 0.4 | -0.2 | 3
CCOC(=O)Nc1nc(C)c(C(=O)N(C)C)s1 | 2 | 0 | 1 | -1.2 | 5 | -2.1 | 4 | 0.9 | -1.8 | -0.2 | -7
Cc1cccc2nc(-c3ccco3)c(Nc3ccc4c(c3)OCO4)n12 | -101 | -18 | 6 | -0.2 | -145 | -1.0 | -4 | -0.4 | 0.5 | -1.0 | -2
CCN1CCN(CCOc2ccccc2OCc2ccccc2)CC1 | 2 | -3 | -1 | -1.3 | -1 | 1.5 | -1 | 1.1 | -0.8 | 0.5 | -1
